# High-throughput results from PubChem.
# Pf gamet viab: late stage P. falciparum gametocyte viability inhibitors, primary screen, ATP luminescence, HTS | 0.065% of 150,000 active | P. falciparum stage V gametocytes, 24 h | inhibition, % at 10.9 µM;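 active = inhibition above the mean plus 3 SD of compounds within the control limits, set per campaign, cut at about 38% in these data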;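 also: 0% = DMSO wells and 100% = medium only without gametocytes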
# * = called active by the depositor. The list is partial. The share of hits here may be higher or lower than overall.
SMILES,Pf gamet viab
O=C(O)CN1C(=O)S/C(=C\c2ccc3c(c2)OCO3)C1=O,-7
CCOC(=O)c1cnc2c(C)c(Cl)ccc2c1NCCCN1CCOCC1,2
CCOc1cc(C2C3=C(CCCC3=O)N(CC(=O)O)C3=C2C(=O)CCC3)ccc1OC,-46
CCCc1ccc(OCC(O)CN2CCCC2)cc1 (stereo unspecified),5
CC(C)(C)[C@H]1CCC(=O)N([C@H](CSc2ccccc2)Cc2ccccc2)CC1,18
O=C1CCC/C=C/C[C@H](CC(=O)N(CCO)Cc2ccccc2)C(=O)N[C@@H](Cc2ccccc2)CO1,-13
COC(=O)C[C@H]1c2ccccc2S(=O)(=O)N1c1cccc(OC)c1,13
COc1ccc(NC(=O)C#Cc2ccccc2)cc1,-1
CCOc1cc(/C=C2\C(=N)N3N=C(C)SC3=NC2=O)ccc1OCCOc1cccc(OC)c1,7
C[C@H](CO)N1C[C@H](C)[C@@H](CN(C)S(=O)(=O)c2cn(C)cn2)Oc2c(NS(=O)(=O)c3ccc(F)cc3)cccc2C1=O,6
CCOc1cc(C)c(S(=O)(=O)NCCCn2ccnc2)cc1C,1
COCC(=O)N1CCc2ccc(NC(=O)c3ccccc3Cl)cc2C1,-6
Cc1cccc(C)c1NC(=O)C1CCN(S(C)(=O)=O)CC1,7
COc1ccc(-c2c(C#Cc3ccsc3)c3cc(-c4ccc(OC)nc4)ccc3n2C)cc1,31
O=c1oc(CCCO)cc2ccc(C#Cc3cccnc3)cc12,-14
CCOCCn1c(=O)c2c(nc3n2CCN3c2ccc(CC)cc2)n(C)c1=O,6
O=S(=O)(NCCSCc1ccc(Cl)c(Cl)c1)c1ccc2c(c1)OCCO2,22
CC(=O)NS(=O)(=O)c1ccc(NC(=S)Nc2ccccc2)cc1,-2
CCOC(=O)[C@H]1[C@H]2COc3ccc(Br)cc3[C@@H]2N2C(=O)c3cc(F)c(F)cc3NC(=O)[C@@]12C,-10
O=C(NCC1CCCCC1)c1cccc([N+](=O)[O-])c1,-24
O=C1NC(Cc2ccccc2)c2nc3ccc(Cl)cc3c(=O)n2-c2cc(Cl)ccc21 (stereo unspecified),13
COc1ccc(NS(=O)(=O)c2cccc3ccccc23)cc1,1
CNC(=O)c1cc2cc(Cl)cc(OC)c2oc1=O,7
CCOC(=O)C1=C(C)NC(=O)NC1c1c(OC)ccc2ccccc12 (stereo unspecified),12
COc1ccc(OC)c(N(CC(=O)NCCSCc2ccc(C)cc2)S(C)(=O)=O)c1,-16

# Next records follow.
SMILES,Pf gamet viab
COC(C[C@H](O)CC(=O)[C@@H](C)OCc1ccccc1)OC,1
COc1cc(CN2CCCCCC2)cc(OC)c1,7
Cn1c(O)c(N=Nc2ccccc2[N+](=O)[O-])c2ccccc21,5
N#Cc1cnn2c(C(F)(F)F)cc(-c3ccccc3)nc12,-1
COc1cccc(N(CC(=O)N2CCCC2)S(C)(=O)=O)c1,7
CC1(C)C=Cc2c(ccc3c2OC[C@H](c2ccc(O)cc2O)C3)O1,-27
CCc1ccc(OCC(O)Cn2c(N3CCCCC3)nc3c2c(=O)[nH]c(=O)n3C)cc1 (stereo unspecified),-14
CN(Cc1ccccc1)C(=O)CN1C(=O)c2ccccc2C1=O,6
COc1ccccc1N1CCN(C2CCCN(C(=O)CCC(C)=O)C2)CC1 (stereo unspecified),-1
CCC1CCC(N2CCN(c3ccccc3F)CC2)CC1 (stereo unspecified),14
C[C@H]1CN([C@@H](C)CO)C(=O)c2cc(NC(=O)C3CCCCC3)ccc2O[C@H]1CN(C)S(=O)(=O)c1ccccc1,-52
NC(=O)C1CCN(c2nc(-c3ccccc3F)cs2)CC1,-31
CS(=O)(=O)N(CC(=O)Nc1ccc(Br)cc1F)C1CCCCC1,0
O=c1c2ccccc2ncn1-c1cccc(Br)c1,15
O=C(O)c1cccc(NC(=O)c2ccc(COc3ccc(Cl)cc3)cc2)c1,3
COc1cccc(-c2cc(C(=O)N/N=C/c3cccc(OC)c3OC)c3ccccc3n2)c1,1
CC(C)C(NC(=O)CN(c1ccc2c(c1)OCCO2)S(=O)(=O)c1ccccc1)C(C)C,-5
COc1cccc(NC(=O)c2c([N+](=O)[O-])cnn2C)c1,-8
COc1ccc(-c2csc(NC(=O)c3ccccc3F)n2)cc1,-6
COc1ccc(CCn2c(-c3cccc([N+](=O)[O-])c3)nc3nc4ccccc4nc32)cc1,-8
O=c1c2ccccc2oc2ccc(NCCCN3CCOCC3)cc12,19
COC(=O)c1ccc([C@@H](O)[C@H](C)C(=O)CC(=O)OC(C)(C)C)cc1,-26
CN(C)C(=O)Cn1c(=O)n(S(=O)(=O)c2ccccc2)c2ccccc21,-6
C=CCNC(=O)c1onc(CSc2ccc(F)cc2)c1C(=O)NCC=C,20
O=C(Nc1cccc(F)c1)c1c(O)c2ccccc2[nH]c1=O,4

# Additional structures
SMILES,Pf gamet viab
Cc1nnc2sc(-c3ccc(NC(=O)c4ccc(-c5ccc(Cl)cc5Cl)o4)cc3)nn12,19
O=Cc1c(NCCCN2CCCC2=O)c2ccccc2[nH]c1=O,-5
Clc1ccc(Cl)c(OCCN2CCCC2)c1,12
C=CCN([C@H](C(=O)OC)C(C)C)S(=O)(=O)CCNCc1ccccc1,2
CC1CN(CCOCCOc2ccccc2-c2ccccc2)CC(C)O1 (stereo unspecified),6
COC(C[C@H]1O[C@H]1C(=O)[C@H](C)OCc1ccccc1)OC,-36
CCCNC(=O)C(Cc1cccc(Cl)c1)NC(=O)c1ccccc1 (stereo unspecified),-14
Cc1cc(F)ccc1Oc1cc(NN2CCCCC2)c([N+](=O)[O-])cc1[N+](=O)[O-],-13
CC(C)OC(=O)c1c(N)sc2c1CCCC2,-19
Cc1nc2nc(-c3ccccc3)nn2c(C)c1C,22
Cc1ccccc1-c1cc(C(=O)NCc2ccco2)n(CC2CC(c3cccnc3)=NO2)n1 (stereo unspecified),-14
O=CN1c2ccccc2CSc2ccccc21,-6
Cc1ccc2scc(CN3CCCC3)c2c1,-6
O=c1c2ccccc2nc(/C=C/c2ccc(Br)cc2)n1CCO,-26
COc1ccc(CNC(=O)C2(CC3CC(c4ccccc4)=NO3)CCN(C(=O)Cc3ccc(F)cc3)CC2)cc1 (stereo unspecified),-10
CC(=O)c1ccc(S(=O)(=O)N2CCN(c3nc4c(C)c(C)ccc4cc3C#N)CC2)cc1,5
CC(C)c1ccc(CNn2cnnc2)cc1,8
CCN1C(=O)N[C@@H](CCc2ccccc2)[C@H](C(C)=O)[C@H]1C,1
CC(C)(C)OC(=O)C[C@@H]1C/C=C\C[C@@H](CC(=O)N(CCO)Cc2ccccc2)C(=O)N[C@H](Cc2ccccc2)COC1=O,6
Cc1ccc(S(=O)(=O)N(CCO)Cc2ccccc2)cc1,4
CCSc1nsc(NC(=O)Nc2cccc(OC)c2)n1,-8
C[C@H](CO)N1C[C@H](C)[C@@H](CN(C)S(=O)(=O)c2cn(C)cn2)Oc2ccc(NC(=O)Cn3cnnn3)cc2C1=O,-4
O=CN1CCN(C(C(=O)NC2CCCCC2)c2ccc(Cl)cc2)CC1 (stereo unspecified),-9
CCOC(=O)N1CCN(CCCc2ccccc2)CC1,-9
O=Cc1cn(CCOc2ccccc2)c2ccccc12,4

# Going on with the list.
SMILES,Pf gamet viab
CC(C)CCN1CCN(Cc2coc3ccccc3c2=O)CC1CCO (stereo unspecified),-6
C=CCC1NS(=O)(=O)OC2CCCCC12 (stereo unspecified),17
C=CC[C@@H](CC(=O)N[C@@H](CO)Cc1ccccc1)C(=O)N[C@@H](C)COC(=O)[C@@H](CC=C)Cc1ccc(F)cc1,11
NC(=O)NCCc1ccccc1,2
Cc1ccc(-c2noc(C3CCCN(C(=O)c4cccc(F)c4)C3)n2)cc1 (stereo unspecified),-18
COc1cc(C(=O)N2C(=O)CCC2=O)cc(OC)c1OC,-4
COc1ccccc1NC(=O)CN(c1ccccc1OC)S(=O)(=O)c1ccccc1,-7
CCOc1ccc(S(=O)(=O)N2CCOCC2)c2ccccc12,-2
O=C1CC2CCCN2C=C1I (stereo unspecified),29
O=C1[C@H]2[C@@H](c3ccc(F)cc3)N3C(=O)N(c4ccc(C(F)(F)F)cc4)C(=O)[C@@]3(Cc3ccccc3)[C@H]2C(=O)N1C1CCCCC1,20
Cc1ccnc(SCCn2c(N3CCOCC3)nc3c2c(=O)[nH]c(=O)n3C)n1,5
COc1ccc2ccccc2c1CN1CCSCC1,0
COc1ccc(CCNc2nc(-c3ccc(O)cc3)cs2)cc1OC,-2
C[C@@H]1CN([C@@H](C)CO)C(=O)Cc2cc(NS(=O)(=O)c3ccccc3)ccc2O[C@H]1CN(C)Cc1ccncc1,-23
COc1ccc(-c2cc(C(=O)Nc3ccccc3O)c3ccccc3n2)cc1,9
CC(=O)Nc1c(-c2ccccc2)nc2ccc(Cl)cn12,4
COc1ccc(CCN2C(=O)CSC2c2cccc([N+](=O)[O-])c2)cc1OC (stereo unspecified),9
COc1ccc(CN2CCN(Cc3ccco3)CC2)cc1OC,10
CC(CCc1ccccc1)N1CCN(C)CC1 (stereo unspecified),7
Cc1ccc(Cn2c(CCCO)nc3ccccc32)cc1,-2
NC(=O)c1ccc(NC(=O)C2COc3ccccc3O2)cc1 (stereo unspecified),9
CCN1C(=O)NC(c2ccccc2)(c2ccccc2)C1=O,-8
Cc1ccc(S(=O)(=O)N2CCN(C(=O)c3ccc(S(=O)(=O)N4CCCC4)cc3)CC2)cc1,-4
CC(=O)Nc1ccc(SCCN2CC[C@@H](C)CCC2=O)cc1,-18
[O-][N+]1=C2CCC/C(=N\O)C2=NC12CCCCC2,13

# Laid out differently: results already given.
smiles | Pf gamet viab
C[C@H](CO)N1C[C@H](C)[C@@H](CN(C)S(=O)(=O)c2cn(C)cn2)Oc2ccc(NC(=O)Cn3cnnn3)cc2C1=O | -4
O=CN1CCN(C(C(=O)NC2CCCCC2)c2ccc(Cl)cc2)CC1 (stereo unspecified) | -9
CCOC(=O)N1CCN(CCCc2ccccc2)CC1 | -9
O=Cc1cn(CCOc2ccccc2)c2ccccc12 | 4
CC(C)CCN1CCN(Cc2coc3ccccc3c2=O)CC1CCO (stereo unspecified) | -6
C=CCC1NS(=O)(=O)OC2CCCCC12 (stereo unspecified) | 17
C=CC[C@@H](CC(=O)N[C@@H](CO)Cc1ccccc1)C(=O)N[C@@H](C)COC(=O)[C@@H](CC=C)Cc1ccc(F)cc1 | 11
NC(=O)NCCc1ccccc1 | 2
Cc1ccc(-c2noc(C3CCCN(C(=O)c4cccc(F)c4)C3)n2)cc1 (stereo unspecified) | -18
COc1cc(C(=O)N2C(=O)CCC2=O)cc(OC)c1OC | -4
COc1ccccc1NC(=O)CN(c1ccccc1OC)S(=O)(=O)c1ccccc1 | -7
CCOc1ccc(S(=O)(=O)N2CCOCC2)c2ccccc12 | -2
O=C1CC2CCCN2C=C1I (stereo unspecified) | 29
O=C1[C@H]2[C@@H](c3ccc(F)cc3)N3C(=O)N(c4ccc(C(F)(F)F)cc4)C(=O)[C@@]3(Cc3ccccc3)[C@H]2C(=O)N1C1CCCCC1 | 20
Cc1ccnc(SCCn2c(N3CCOCC3)nc3c2c(=O)[nH]c(=O)n3C)n1 | 5
COc1ccc2ccccc2c1CN1CCSCC1 | 0
COc1ccc(CCNc2nc(-c3ccc(O)cc3)cs2)cc1OC | -2
C[C@@H]1CN([C@@H](C)CO)C(=O)Cc2cc(NS(=O)(=O)c3ccccc3)ccc2O[C@H]1CN(C)Cc1ccncc1 | -23
COc1ccc(-c2cc(C(=O)Nc3ccccc3O)c3ccccc3n2)cc1 | 9
CC(=O)Nc1c(-c2ccccc2)nc2ccc(Cl)cn12 | 4
COc1ccc(CCN2C(=O)CSC2c2cccc([N+](=O)[O-])c2)cc1OC (stereo unspecified) | 9
COc1ccc(CN2CCN(Cc3ccco3)CC2)cc1OC | 10
CC(CCc1ccccc1)N1CCN(C)CC1 (stereo unspecified) | 7
Cc1ccc(Cn2c(CCCO)nc3ccccc32)cc1 | -2
NC(=O)c1ccc(NC(=O)C2COc3ccccc3O2)cc1 (stereo unspecified) | 9
CCN1C(=O)NC(c2ccccc2)(c2ccccc2)C1=O | -8

# (more compounds)
SMILES,Pf gamet viab
CN(C)c1ccc(/C=N\Nc2ccccn2)cc1,8
Cc1cccc(-c2oc3ccccc3c2C#CCCCCO)c1,-3
Cc1ccc(C)c(C(C)NC(=O)c2ccncc2)c1 (stereo unspecified),-2
CC1(C)CC(=O)C2=C(C1)Nc1ccccc1NC2c1cc(Cl)ccc1O (stereo unspecified),-3
Clc1cccc(CNCCCSc2ncccn2)c1Cl,-9
COCCN(C(=O)c1ccccc1F)c1nc(-c2ccc(OC)cc2)cs1,-3
O=C(O)C1C2CCC(O2)C1C(=O)Nc1ccc(Cl)cc1F (stereo unspecified),17
O=[N+]([O-])c1cc([N+](=O)[O-])c(Oc2cc(Cl)cc(Cl)c2)cc1NN1CCCCC1,-23
Nc1nc2c(ccc3ccccc32)s1,5
Cc1ccccc1NC(=O)CN1CCN(Cc2ccccc2)CC1,2
COc1ccc(C(=O)NCC2(c3ccc(OC)c(OC)c3)CCCC2)c(OC)c1,6
NC(=O)CC(NC(=O)c1ccccc1)c1ccc(N2CCc3ccccc3C2)c([N+](=O)[O-])c1 (stereo unspecified),-16
COc1ccc(NC(=O)c2nc[nH]c2C(=O)NCc2ccccc2)cc1,-11
CS(=O)(=O)N(CC(=O)Nc1c(F)cccc1F)Cc1ccccc1,26
CCCCN1C(=O)C2(OCCCO2)c2cccc(C)c21,8
c1ccc(C2Nc3ccccc3C3OCCCC23)cc1 (stereo unspecified),1
